Screens: PubChem BioAssay, several laboratories
Tat export inh = blocks Tat-dependent protein export in E. coli | E. coli MC4100 TorA-mCherry Tat export, fluorescence | hit rate 0.036% among 340,000 | inhibition, % at 10 µM | AID 488895;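 active = mean replicate inhibition at least 50% and at least half of replicates individually reaching 50%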;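 also: exported cargo escapes ClpAP degradation while cytoplasmic cargo is degraded and loses fluorescence; 0% = median of neutral control wells and 100% = median of NaSCN control wells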
HTR5A inv ag = HTR5A inverse agonism, opioid heterodimer counter-screen; AID 504634; P47898; HTR5A cell line, luminescence; inhibition, % at 9.3 µM; hit rate 0.083% among 340,000; in the data active = inhibition mostly above about 23%, no sharp cut-off; inactive = mostly below about 18%;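 also: 0% = cells with DMSO and 100% = no-cell wells with DMSO; some compounds called inactive have numbers as strong as hits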
Target sequence (P47898 whole entry, looked up): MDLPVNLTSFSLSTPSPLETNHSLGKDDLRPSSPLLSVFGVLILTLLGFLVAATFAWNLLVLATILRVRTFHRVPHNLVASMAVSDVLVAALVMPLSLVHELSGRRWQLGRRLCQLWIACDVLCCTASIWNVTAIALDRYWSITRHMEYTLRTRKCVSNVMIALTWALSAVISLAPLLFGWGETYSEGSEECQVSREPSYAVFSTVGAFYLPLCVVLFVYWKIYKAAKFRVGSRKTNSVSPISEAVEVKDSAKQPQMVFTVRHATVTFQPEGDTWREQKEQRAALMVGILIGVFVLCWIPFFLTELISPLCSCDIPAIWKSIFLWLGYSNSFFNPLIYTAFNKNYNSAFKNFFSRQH
PKA-R2B act = activates the human PKA-R2B holoenzyme complex; P22694+P31323; PKA-R2B holoenzyme dissociation, Cy5-IP20 fluorescence polarization; R2B truncated from residue 108, S112A mutant; 0% DMSO only, 100% 113 µM cGMP; activation, % at 11.4 µM; hit rate 0.079% among 340,000; AID 504700;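 active = activation above a cutoff set at the mean over all compounds plus 3 SD, cut at about 18% in these data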;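 also: higher means more holoenzyme dissociation and a rise in polarization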
Target sequence (P31323 whole entry, looked up, other chains not shown, the tested form may be a part): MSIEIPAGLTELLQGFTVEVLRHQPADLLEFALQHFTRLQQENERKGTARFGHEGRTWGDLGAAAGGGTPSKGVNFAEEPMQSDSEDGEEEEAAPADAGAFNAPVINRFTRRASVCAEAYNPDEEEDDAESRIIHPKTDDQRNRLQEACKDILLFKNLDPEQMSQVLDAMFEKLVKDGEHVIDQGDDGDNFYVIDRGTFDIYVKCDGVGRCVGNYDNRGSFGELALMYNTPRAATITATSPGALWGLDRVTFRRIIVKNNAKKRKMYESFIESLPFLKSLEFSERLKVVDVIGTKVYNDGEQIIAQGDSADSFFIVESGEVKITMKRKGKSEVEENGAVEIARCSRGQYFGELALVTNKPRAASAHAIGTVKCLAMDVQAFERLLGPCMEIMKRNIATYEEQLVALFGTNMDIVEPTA
PKA-R1A act = PKA-R1A complex activation. P00514+P68181. PKA-R1A dissociation, Cy5-IP20 fluorescence polarization; scaled: DMSO 0%, 113 µM cGMP 100%. activation, % at 11.4 µM. hit rate 0.083% among 340,000;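 active = percent activation above the mean of all tested compounds plus 3 SD, cut at about 19% in these data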;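 also: higher means more PKAc released from R1A so a rise in polarization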
DAGLB inhibitor = diacylglycerol lipase beta (human) inhibition; Q8NCG7; HEK293T DAGLB membrane lysate, EnzChek fluorogenic substrate; inhibition, % at 5.17 µM; hit rate 0.059% among 340,000; in the data active = inhibition above about 34%;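 also: 0% = enzyme with vehicle and 100% = wells lacking enzyme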
CDK5 inh = blocks human CDK5/p35 kinase activity; Q00535+Q15078; hit rate 0.01% among 330,000; Recombinant CDK5/p35, ADP-Glo luminescence, 60 min; AID 488839; inhibition, % at 10 µM;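 active = highest replicate inhibition of at least 50% and at least 75% of replicates reaching 50%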;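 also: plate controls were DMSO neutral control for no effect and GW8510 at 10 µM for full effect; many of its hits are not listed in these tables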
Ecoli viability = bacterial growth inhibition, counter-screen for AddAB inhibitors | E. coli V3065 growth, OD600 absorbance, 18 h | hit rate 0.27% among 330,000 | AID 449728 | inhibition, % at 11.9 µM;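 active = inhibition above the campaign's mean inhibition across all tested compounds plus 3 SD, cut at about 9.9% in these data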;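 also: uninfected addAB+ strain grown without phage in ampicillin broth; 0% = DMSO wells and 100% = ciprofloxacin 0.95 µg/ml wells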
AddAB inh = less growth of phage-infected E. coli with AddAB; hit rate 0.29% among 330,000; inhibition, % at 11.9 µM; E. coli expressing H. pylori AddAB, absorbance growth; in the data active = inhibition above about 12%;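 also: 0% = vehicle wells of infected cells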
phage Ecoli inh = E. coli growth loss with phage present; inhibition, % at 11.9 µM; growth absorbance; hit rate 0.26% among 360,000; in the data active = inhibition above about 11%
HTR5A ag ctr = activates human HTR5A in OPRM1-OPRD1 agonist counter-screen. P47898. activation, % at 9.3 µM. hit rate 0.61% among 340,000. HTR5A agonist assay, luminescence, cell-based. AID 504692; in the data active = activation mostly above about 9.5%, no sharp cut-off; inactive = mostly below about 7.6%;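 also: 0% = cells with vehicle only and 100% = reference agonist; strong numbers were not always called active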
SUMO Mot1 rescue = SUMOylation pathway inhibition by Mot1-301 growth rescue. S. cerevisiae Mot1-301 growth rescue, ATP luminescence, 38.5C; percent above DMSO median, 100 means doubled. hit rate 1% among 320,000. growth rescue, % at 18.8 µM;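 active = every valid replicate shows activation above 250% relative to neutral control wells; inactive = the rest, any valid replicate at or below 250%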;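 also: OY570 slx delta 5 strain wells were the positive control but not used for scaling; some compounds called inactive have numbers as strong as hits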
An asterisk follows results filed as active; . = no result given. Not a hit list. Share with any hit: about 2.3%.

SMILES | Tat export inh | HTR5A inv ag | PKA-R2B act | PKA-R1A act | DAGLB inhibitor | CDK5 inh | Ecoli viability | AddAB inh | phage Ecoli inh | HTR5A ag ctr | SUMO Mot1 rescue
CCOc1ccc(NC(=O)CSc2ncn[nH]2)cc1 | 2 | -10 | 1 | -10 | 0 | 0.5 | 1.7 | 0.3 | -0.3 | 1 | -3
COc1ccccc1-c1cc(-c2ccccc2)nc(SCC(=O)O)c1C#N | 1 | -5 | 3 | 0 | 5 | -0.8 | . | . | 1.6 | 2 | 198
N#Cc1c(N)nc2c(c1-c1ccncc1)CCCC2 | -2 | 5 | -4 | -2 | 2 | -0.2 | 0.4 | 1.7 | 4.0 | -4 | 9
N#C/C(=C\c1ccc(-c2cccc([N+](=O)[O-])c2)o1)C(=O)N1CCOCC1 | -7 | -10 | -16 | -18 | -1 | 1.2 | 0.3 | 4.4 | 5.7 | 4 | -1
CCOC(=O)c1[nH]c(C)c(C(=O)OCc2ccc(C)cc2)c1C | -11 | -2 | 6 | -1 | -1 | -0.4 | -2.0 | -0.2 | 3.1 | -7 | 201
Nc1nnc(SCC(=O)Nc2nnc(-c3ccccc3)o2)s1 | -10 | -32 | -7 | -6 | -2 | 0.6 | -1.2 | 2.3 | 0.7 | 11 | -14
COCCn1c(-c2ccc(OC)cc2)cnc1N | 2 | -11 | -9 | 4 | -1 | 0.7 | -1.9 | -3.3 | 3.9 | -4 | -4
COc1ccc(-c2cc(C(F)(F)F)n3nc(C(=O)N4CCCCC4)cc3n2)cc1OC | 5 | 2 | 3 | 12 | -1 | 1.9 | -0.8 | -0.8 | 1.9 | -4 | .
O=C(CSc1nnc(CNC(=O)c2c(F)cccc2Cl)o1)NCc1ccc(F)cc1 | 31 | 14 | -7 | -5 | 1 | -9.1 | 3.3 | 3.9 | 0.6 | -1 | 0
O=C(CC(=O)OCc1ccccc1)OCc1ccccc1 | 0 | 20 | 0 | -7 | -1 | 1.3 | . | . | 3.2 | 1 | .
CC(=O)c1cccc(NC(=O)C(C)OC(=O)CN2C(=O)NC(C)(C)C2=O)c1 (stereo not given) | -1 | 8 | -11 | -10 | -7 | 0.0 | 3.0 | 2.7 | 0.5 | -3 | -17
O=C1NC(=Nc2ccccc2)SC1(CO)CO | -2 | 1 | 9 | -6 | -4 | 0.6 | 0.0 | 4.0 | 0.9 | 0 | 15
Cc1ccc(S(=O)(=O)N2CCC(=O)N(C(COCc3ccc(Cl)cc3)C(C)C)CC2)cc1 (stereo not given) | 12 | -55 | -9 | -4 | -5 | 1.4 | 0.8 | 1.7 | 2.1 | 4 | -21
CC[C@@H]1C/C=C\Cc2ccccc2[C@@H](C(=O)C[C@@H](O)CC(C)=O)OC1=O | -1 | -16 | -9 | -4 | -2 | -2.6 | -2.5 | 0.0 | 3.1 | 4 | -17
O=C(NCc1ccccc1)c1ccc(S(=O)(=O)NCc2ccco2)cc1 | 3 | -3 | -9 | 8 | 0 | -0.4 | 0.1 | 5.3 | 4.0 | 0 | 54
Cc1ccsc1CNn1cnnc1SCc1ccccc1F | 2 | -17 | -18 | -4 | -3 | -0.5 | -1.3 | 0.8 | 3.2 | 5 | -10
CCOC(=O)C1CCCN(S(=O)(=O)c2cccc3nsnc23)C1 (stereo not given) | 2 | -6 | -2 | -3 | 1 | -1.3 | -2.5 | 2.2 | 1.8 | 4 | -6
O=C(COc1ccccc1)N/N=C/c1ccc(O[C@@H]2O[C@H](CO)[C@@H](O)[C@H](O)[C@H]2O)cc1 | -3 | 4 | 0 | -3 | 4 | -0.6 | -4.1 | -0.9 | 2.4 | 13* | 1
Cc1cccc(NC(=O)CSc2nnnn2C)n1 | 6 | 7 | -10 | -3 | -2 | 0.3 | -0.9 | -3.3 | 0.0 | 0 | -4
CC(=O)Nc1ccc(/C=C/C(=O)c2ccc3c(c2)OCCO3)cc1 | 6 | 10 | 3 | -2 | 1 | 1.0 | 0.1 | 0.7 | -1.9 | -4 | 3
Cn1c2ccccc2c2nnc(SC3CCOC3=O)nc21 (stereo not given) | 2 | 9 | -1 | 10 | 2 | -1.0 | 3.9 | 2.6 | 2.0 | -4 | -2
CC(C)(O)C#Cc1ccc(CN2CCN(C3CCCC3)C(CCO)C2)cc1 (stereo not given) | 9 | -6 | -9 | -5 | -2 | 0.7 | -0.6 | 2.0 | 1.3 | 2 | 17
CC(=O)Nc1ccc(NC(=O)CSc2nnc3ccc(-c4ccccn4)nn23)cc1 | -11 | -8 | -10 | 1 | -4 | -0.4 | -1.3 | 0.7 | 2.9 | 3 | -2
O=C(NCc1cnc2ccccn12)C1CCC(=O)N(Cc2ccccc2F)C1 (stereo not given) | 1 | -4 | -14 | 6 | -1 | -0.2 | . | . | 1.8 | 7 | -18
Cc1oc2ccc(O)c(CN3CCOCC3)c2c1C(=O)c1ccc(Cl)cc1 | -2 | 3 | 13 | 8 | -2 | 1.3 | 1.6 | -1.2 | 0.5 | -1 | 16
O=C(NN=C1CCCC1)c1ccc(Br)cc1 | -8 | 6 | 7 | -14 | -3 | 0.0 | -0.1 | -1.4 | -2.1 | -1 | -4
Cc1ccc2nc(-c3ccc(NC(=O)CN(c4ccccc4C)S(C)(=O)=O)cc3)sc2c1 | -8 | -28 | -5 | -15 | -3 | 0.1 | -2.7 | 0.7 | 2.5 | 11 | 3
Nc1nnnn1/N=C\c1ccc(Cl)c([N+](=O)[O-])c1 | -3 | 13 | 1 | 3 | -2 | -0.5 | 0.0 | -0.9 | 3.1 | 5 | 151
N#Cc1ccc(NC(=O)COC(=O)c2ccc(F)c(S(=O)(=O)N3CCOCC3)c2)cc1 | 1 | -3 | -8 | -11 | -3 | 0.9 | -0.2 | -1.8 | 2.1 | 1 | 11
COc1ccc(N(CC(=O)N2CCOCC2)S(C)(=O)=O)cc1OC | -4 | 1 | 0 | -3 | -1 | 0.6 | 0.5 | 5.5 | 1.4 | 0 | 4
COc1ccc(OCCn2cncn2)cc1 | -2 | -13 | -3 | -4 | 1 | 0.3 | -0.1 | 0.8 | -0.6 | -5 | -15
CC(C)NC(=O)c1noc2cc([N+](=O)[O-])ccc12 | -6 | 2 | -11 | 8 | 1 | 0.5 | 1.6 | 3.1 | 4.3 | 4 | 0
NS(=O)(=O)c1ccc(CCNCC(=O)NCc2ccccc2Cl)cc1 | 3 | -1 | 2 | -1 | -3 | -0.1 | 0.4 | -0.4 | -0.9 | 0 | 29
CCCS(=O)(=O)N1CCC(C(=O)N2CCOCC2)CC1 | -5 | -7 | -2 | 3 | 1 | -0.9 | 1.3 | 4.0 | 1.7 | 0 | .
O=c1cc(NCC2CCCO2)[nH]c(=O)n1-c1ccc(Cl)cc1 (stereo not given) | -7 | 1 | -7 | -4 | 1 | -1.0 | -0.2 | -2.7 | 3.9 | 3 | 34
Cc1c(C(c2ccccc2)c2c(C)n(C)n(-c3ccccc3)c2=O)c(=O)n(-c2ccccc2)n1C | -2 | 0 | -2 | -1 | -2 | 1.0 | -0.2 | 2.2 | 1.2 | -1 | 2
COc1ccc(NC(=O)COC(=O)CN2C(=O)NC(C)(C)C2=O)cc1 | 14 | 1 | -3 | 3 | 3 | 0.2 | 2.8 | -0.3 | -1.1 | 0 | -5
O=C(/C=C/c1ccc(OC(F)F)cc1)OCC(=O)N1CCC(c2ccccc2)=N1 | 2 | -20 | -8 | -14 | -4 | -3.9 | 1.2 | 0.4 | 2.1 | 8 | 1
Cc1nc(NC(=O)c2ccc(Br)o2)sc1C | 3 | -3 | 4 | 2 | -1 | -0.7 | 3.0 | 2.8 | 4.0 | 4 | 17
NNC(=O)c1cn2ccccc2n1 | 1 | 9 | -1 | -4 | -1 | 0.5 | -0.3 | 1.2 | 3.8 | -3 | 3
CC(C)CCc1noc(CN2CCC(CCN3CCCC3=O)CC2)n1 | 29 | 9 | -8 | 7 | -2 | 0.0 | -1.4 | -1.3 | 0.1 | -3 | 3
CN1C[C@@H]2[C@@H]3C(=O)N(Cc4ccccc4)C(=O)[C@@H]3[C@](Cc3ccccc3)(C1=O)N2C(=O)c1ccc(Cl)c(Cl)c1 | -5 | 15 | -1 | 6 | -4 | -0.6 | . | . | 3.2 | -1 | .
O=C(O)CSc1nc2ccccc2c(=O)[nH]1 | -7 | 8 | -5 | -5 | 4 | 0.3 | 1.7 | 0.3 | -1.8 | -3 | 2
COC(=O)[C@]1(C)N[C@H](CN(C)C(=O)Nc2ccc(OC)cc2)[C@@H]2C(=O)N(C)C(=O)[C@@H]21 | 1 | 3 | -1 | -4 | -4 | 0.2 | -0.9 | 1.0 | 1.5 | -1 | -22
Cc1c(C(=O)OC(C)C(C)C[N+](C)(C)C)oc2ccccc12 (stereo not given) | -7 | -19 | -21 | -6 | -3 | 1.6 | 0.4 | 0.2 | 1.3 | 1 | 4
CCOc1cc(C(=O)OCC(=O)Nc2c(C)cccc2C)ccc1OCC(=O)N1CCOCC1 | 0 | 7 | 0 | -21 | 1 | -2.5 | 2.3 | 2.1 | 2.2 | 2 | -5
O=C(CC1SC(=O)N(c2ccccc2)C1=O)Nc1ccc(Cl)cc1 (stereo not given) | -8 | 19 | 6 | -4 | 13 | 1.3 | -2.1 | 2.2 | -2.6 | -4 | 59
Cc1cccc(C)c1Nc1c(-c2ccc(N3CCOCC3)cc2)nc2cnccn12 | 7 | -16 | -1 | -8 | 4 | -1.5 | -0.2 | 0.5 | 1.4 | 0 | -1
CCOc1ccc(NC(=O)CN(C)C(=O)c2cc([N+](=O)[O-])ccc2N2CCCCC2)cc1OCC | 4 | 2 | -15 | -2 | -3 | -1.0 | -1.6 | -1.4 | 3.8 | -2 | -1
Cc1ccccc1C(=O)Nc1nnc(-c2ccco2)o1 | 16 | 9 | 7 | -4 | -1 | -8.1 | -4.3 | -0.9 | -6.9 | -3 | .
The list continues.
SMILES | Tat export inh | HTR5A inv ag | PKA-R2B act | PKA-R1A act | DAGLB inhibitor | CDK5 inh | Ecoli viability | AddAB inh | phage Ecoli inh | HTR5A ag ctr | SUMO Mot1 rescue
N#Cc1ccc(C(=O)Nc2nnc(-c3ccccn3)o2)cc1 | -12 | 7 | -3 | 2 | 0 | 0.5 | -3.0 | 0.1 | 1.2 | -2 | -6
CCCc1cc(-c2nc(N)ncc2-c2ccc3c(c2)OCCCO3)c(O)cc1OC | 2 | -29 | -1 | -11 | 1 | 1.2 | 0.0 | -1.0 | 3.5 | 7 | -30
Clc1cccc(CSc2ccc(-c3ccco3)nn2)c1 | 4 | 22 | -1 | -9 | -6 | 3.4 | -0.4 | -1.7 | 1.8 | 0 | 20
Cc1ccccc1Cn1cc(NC(=O)c2cc3nc(-c4ccco4)cc(C(F)(F)F)n3n2)cn1 | -4 | -4 | 10 | 4 | -1 | 1.0 | 0.7 | 0.0 | 2.0 | 0 | 360*
O=C(C(=O)N(Cc1ccccc1)Cc1ccccc1)c1c(-c2ccccc2)[nH]c2ccccc12 | 10 | -11 | 0 | -13 | -6 | -0.7 | . | . | 1.0 | 3 | .
CC(=O)c1c(C)[nH]c(C(=O)Nc2nc(-c3ccc(Cl)cc3)cs2)c1C | -2 | -5 | -13 | -10 | -3 | -1.6 | 2.4 | 1.6 | 1.4 | 1 | -1
